# Assay outcomes: PubChem, several laboratories
# PfHsp90 yeast 2 = growth inhibition of PfHsp90-expressing yeast, primary screen, antimalarial PfHsp90 inhibitor project, S. cerevisiae, BacTiter-Glo luminescence, single point, set 2; BacTiter-Glo ATP, 48 h; yeast lacking PDR1 and PDR3 efflux regulators; AID 504621, 2011; inhibition, % at 9.4 µM; 0.32% of 310,000 active;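 active means every replicate shows inhibition above about 80%, whatever the replicate mean, limit read from the data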;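 further: 0% = DMSO neutral controls and 100% = 20 µM radicicol positive controls; yeast relying on Plasmodium falciparum Hsp90 in place of its own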
# Rtt109 Vps75 = inhibitors of C. albicans Rtt109/Vps75 HAT, primary screen, biochemical, ThioGlo CoA-SH fluorescence, plate reader. 0.16% of 330,000 active. purified Rtt109/Vps75, 4 h. Histone acetyltransferase RTT109 (Candida albicans (strain SC5314 / ATCC MYA-2876)), …. inhibition, % at 34.9 µM;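 active means inhibition of at least 50% in every replicate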
# Target sequence (Q5AAJ8 whole entry, looked up): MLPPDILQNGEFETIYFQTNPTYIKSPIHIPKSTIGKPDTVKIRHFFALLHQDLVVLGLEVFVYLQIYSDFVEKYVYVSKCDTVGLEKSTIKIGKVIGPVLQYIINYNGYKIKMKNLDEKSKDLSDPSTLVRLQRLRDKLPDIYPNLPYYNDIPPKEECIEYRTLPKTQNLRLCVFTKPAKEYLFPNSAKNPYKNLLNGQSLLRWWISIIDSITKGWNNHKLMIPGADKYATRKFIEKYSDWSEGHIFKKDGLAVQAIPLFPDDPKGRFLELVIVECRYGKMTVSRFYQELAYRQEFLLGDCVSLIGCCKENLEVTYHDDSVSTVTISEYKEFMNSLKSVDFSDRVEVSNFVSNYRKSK
# Keap1-Nrf2 PPI = Keap1-Nrf2 protein-protein interaction inhibitors, primary screen, biochemical, fluorescence polarization, single point. Kelch-like ECH-associated protein 1 (Homo sapiens), Q14145. Keap1 Kelch-Nrf2 peptide fluorescence polarization, 1536-well. inhibition, % at 9.4 µM. 0.15% of 340,000 active. AID 504523, 2011; in the data active means inhibition above about 12%;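 further: human Keap1 Kelch domain with fluorescein labeled Nrf2 9mer peptide probe; 0% = neutral control wells and 100% = peptide positive control; higher means more block of Keap1 binding to Nrf2 peptide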
# Target sequence (Q14145 whole entry, looked up, the tested form may be a part): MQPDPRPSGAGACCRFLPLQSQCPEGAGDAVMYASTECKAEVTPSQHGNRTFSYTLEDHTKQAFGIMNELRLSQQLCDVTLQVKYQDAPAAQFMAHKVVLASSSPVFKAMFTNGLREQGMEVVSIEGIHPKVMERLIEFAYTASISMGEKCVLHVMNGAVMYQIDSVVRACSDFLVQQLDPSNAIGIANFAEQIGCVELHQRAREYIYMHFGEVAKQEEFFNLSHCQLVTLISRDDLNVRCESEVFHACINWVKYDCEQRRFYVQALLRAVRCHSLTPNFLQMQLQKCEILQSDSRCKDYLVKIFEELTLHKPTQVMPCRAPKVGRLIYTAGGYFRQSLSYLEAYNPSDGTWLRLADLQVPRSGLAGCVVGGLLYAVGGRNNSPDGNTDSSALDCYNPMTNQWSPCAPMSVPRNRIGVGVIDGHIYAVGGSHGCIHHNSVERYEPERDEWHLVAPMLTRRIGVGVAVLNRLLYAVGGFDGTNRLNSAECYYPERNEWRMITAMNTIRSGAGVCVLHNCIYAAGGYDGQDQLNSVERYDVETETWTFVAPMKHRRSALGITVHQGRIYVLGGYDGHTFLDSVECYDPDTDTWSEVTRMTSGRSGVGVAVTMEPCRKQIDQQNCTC
# RTF Ca sens act = cardiac RTF calcium sensitivity activators, primary screen, biochemical, IANBD-TnC fluorescence, EC20 calcium; AID 493008, 2010; activation, % at 7.2 µM; 0.24% of 340,000 active; Troponin I, cardiac muscle (Homo sapiens) + Troponin T, cardiac muscle (Homo sapiens) + …; IANBD-labeled TnC RTF fluorescence at EC20 calcium; 0% EC20 calcium, 100% full calcium;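 active means activation above the mean over all tested compounds plus 3 SD, cut at about 30% in these data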;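 further: rise in fluorescence read as greater calcium sensitivity of cardiac thin filaments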
# Mot1-301 SUMO = yeast Mot1-301 growth rescue at high temperature, primary screen, SUMOylation pathway inhibitor project, S. cerevisiae, ATP luminescence, 38.5C. growth rescue, % at 18.8 µM. 1% of 320,000 active. S. cerevisiae Mot1-301 growth rescue; percent above DMSO median, 100 means doubled;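 active means every valid replicate shows activation above 250% relative to neutral control wells; inactive means the rest, any valid replicate at or below 250%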;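 further: OY570 slx delta 5 strain wells were the positive control but not used for scaling; some compounds called inactive have numbers as strong as hits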
# PvdQ acylase = P. aeruginosa PvdQ acylase inhibitors, primary screen, biochemical, fluorescence, plate reader and imaging, single point | PvdQ acylase [Pseudomonas aeruginosa LESB58] | purified PvdQ acylase | inhibition, % at 10 µM | 0.063% of 340,000 active | AID 488965, 2010; in the data active means inhibition above about 30%, passing the limit was not always enough;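 further: 0% = vehicle neutral wells and 100% = reference inhibitor wells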
# LANA DNA inh = inhibitors of KSHV C-LANA binding to DNA, primary screen, biochemical, fluorescence polarization, FAM-LBS DNA, MBP-C-LANA, single point | Kaposi's sarcoma herpesvirus LANA C-terminal domain (residues 932-1162) DNA binding | inhibition, % at 9 µM | 0.078% of 340,000 active;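 active means highest replicate inhibition at or above 60% at 9 µM, even if other replicates fall short; inactive means all replicates below 60% inhibition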;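 further: 0% = neutral control wells and 100% = 4 µM acridine orange control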
# NSD2 inh = NSD2 histone methyltransferase inhibitors, primary screen, biochemical, AlphaScreen, single concentration, set 2; 0.54% of 310,000 active; AID 743445, 2014; inhibition, % at 12.5 µM; Histone-lysine N-methyltransferase NSD2 (Homo sapiens), O96028; NSD2 peptide methylation, 120 min; in the data active means inhibition above about 50%
# dFosB act = activators of delta FosB homodimer, primary screen, biochemical, fluorescence polarization, TAMRA-CDK5 oligo, single point. purified delta FosB; percent of positive-control signal above neutral wells. activation, % at 25 µM. 0.99% of 340,000 active. AID 493131, 2011;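 active means mean activation above about 17%, with every replicate also reaching it, limit read from the data, passing the limit was not always enough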;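 further: fluorescence polarization rise as delta FosB binds a TAMRA Cdk5 AP-1 oligo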
# RTF Ca sens inh = cardiac RTF calcium sensitivity inhibitors, primary screen, biochemical, IANBD-TnC fluorescence, EC70 calcium. Troponin I, cardiac muscle (Homo sapiens) + Troponin T, cardiac muscle (Homo sapiens) + …. IANBD-labeled cardiac RTF, Ca2+ fluorescence. inhibition, % at 7.15 µM. 0.12% of 340,000 active. AID 493244, 2011;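 active means inhibition above the mean inhibition of all tested compounds plus 3 SD, cut at about 17% in these data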;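 further: assay run at fixed EC70 calcium of 1.6 mM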
# CDK5 inh = inhibitors of human CDK5/p35 kinase, primary screen, biochemical, single concentration | Recombinant CDK5/p35, ADP-Glo luminescence, 60 min | AID 488839, 2010 | 0.01% of 330,000 active | inhibition, % at 10 µM;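 active means highest replicate inhibition of at least 50% and at least 75% of replicates reaching 50%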;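 further: plate controls were DMSO neutral control for no effect and GW8510 at 10 µM for full effect; many of its hits are not listed in these tables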
# * = called active by the depositor; x = not tested or not shown.
entry	Molecule	PfHsp90 yeast 2	Rtt109 Vps75	Keap1-Nrf2 PPI	RTF Ca sens act	Mot1-301 SUMO	PvdQ acylase	LANA DNA inh	NSD2 inh	dFosB act	RTF Ca sens inh	CDK5 inh
1	CC(C)(C)OC(=O)C[C@@H]1C/C=C\C[C@@H](CC(=O)NCCO)C(=O)N[C@H](C(C)(C)C)COC1=O	7	1	-3	9	2	-9	-1.5	x	-17	-17	-0.8
2	O=C(NCC1CCCO1)c1ccc(Cl)c(F)c1F (stereo not given)	-3	x	3	-2	0	7	-0.9	13	0	1	-0.9
3	Cc1ccc(OCC(=O)Nc2ccc(-n3cnnn3)cc2)c(C)c1	x	11	-2	-8	x	8	1.2	19	3	-7	2.3
4	Cc1cc(NC(=O)CSc2nnc(-c3ccncc3)n2-c2ccccc2)no1	-41	-5	-2	2	-11	-7	-1.4	-1	-9	-1	0.5
5	COc1cc(CNc2ccc3[nH]c(=O)[nH]c3c2)ccc1OCc1ccc(Cl)cc1	3	4	-4	11	2	-16	-1.4	1	-5	-7	-0.6
6	Cc1ccc(NC(=O)CNC(=O)c2ccc(Oc3ccccc3)cc2)nc1	x	2	1	-5	14	-11	-1.0	-1	-16	7	3.1
7	CC(=O)C1=C(O)C(=O)N(Cc2ccco2)C1c1cccc(F)c1 (stereo not given)	-15	-4	-1	0	130	-18	3.6	-2	7	-6	-1.7
8	Cc1nc(SC2CC(=O)N(c3ccc([N+](=O)[O-])cc3)C2=O)nc2c1CCCC2 (stereo not given)	-14	13	-2	2	121	-7	-1.7	x	-8	-8	0.3
9	CN(C[C@@H](Cc1cccc2ccccc12)N(C[C@H](Cc1ccccc1)N(CCc1ccccc1)N=O)N=O)N=O	2	2	-3	-2	-19	-15	5.1	x	4	1	1.9
10	S=C(NCCSCc1c(Cl)cccc1Cl)Nc1ccccc1	x	x	1	-2	120	3	1.0	0	-4	4	-0.6
11	COC(=O)Cc1ccc(NC(=S)Nc2cccc(C)n2)cc1	-2	3	-6	3	-14	-10	-2.1	2	-19	2	-0.2
12	COC(=O)CC1=Nc2ccccc2NC(=O)C1	-4	-1	0	-4	0	-2	1.3	-1	-5	-7	1.6
13	O=c1c(Cc2ccc(F)cc2)c(O)ccn1C1CCCCC1	27	12	-1	1	7	-1	2.0	2	2	8	-0.4
14	O=C(CCN1C(=O)c2ccccc2C1=O)Nc1ccccc1C(=O)N1CCOCC1	9	5	-6	-7	-12	-20	1.4	7	12	-6	-0.4
15	CC(C)(C)[C@H]1COC(=O)[C@H](NC(=O)OCC2c3ccccc3-c3ccccc32)C/C=C\C[C@@H](CC(=O)N[C@H](CO)Cc2ccccc2)C(=O)N1	-14	-1	-2	-4	6	15	0.6	x	-8	0	0.5

# In another format: entries from further up
[14] O=C(CCN1C(=O)c2ccccc2C1=O)Nc1ccccc1C(=O)N1CCOCC1
[15] CC(C)(C)[C@H]1COC(=O)[C@H](NC(=O)OCC2c3ccccc3-c3ccccc32)C/C=C\C[C@@H](CC(=O)N[C@H](CO)Cc2ccccc2)C(=O)N1

screen / no.	14	15
PfHsp90 yeast 2	9	-14
Rtt109 Vps75	5	-1
Keap1-Nrf2 PPI	-6	-2
RTF Ca sens act	-7	-4
Mot1-301 SUMO	-12	6
PvdQ acylase	-20	15
LANA DNA inh	1.4	0.6
NSD2 inh	7	x
dFosB act	12	-8
RTF Ca sens inh	-6	0
CDK5 inh	-0.4	0.5

# Remaining list, next part.
entry	Molecule	PfHsp90 yeast 2	Rtt109 Vps75	Keap1-Nrf2 PPI	RTF Ca sens act	Mot1-301 SUMO	PvdQ acylase	LANA DNA inh	NSD2 inh	dFosB act	RTF Ca sens inh	CDK5 inh
16	CCCCNc1nc2c(c(=O)n(C)c(=O)n2C)n1Cc1cccc(OC)c1	-19	3	-3	-6	-8	0	-0.7	0	-7	11	-0.2
17	CCCOc1ccccc1C(=O)N(Cc1cccs1)C1CCS(=O)(=O)C1 (stereo not given)	22	3	0	-1	42	-2	-3.2	18	4	3	-1.4
18	CCOc1cc(C(=O)NCCC(=O)N2CCC3(CC2)NCCc2[nH]cnc23)cc(OCC)c1OCC	5	0	-2	-4	36	-10	-0.1	-1	-3	-1	1.2
19	O=c1[nH]c2c(Br)cnc([N+](=O)[O-])c2[nH]1	-15	-4	-2	2	8	-14	-1.9	-2	-4	1	2.5
20	CCN(C(=O)COC(=O)CCNS(=O)(=O)c1ccccc1F)c1c(N)n(Cc2ccccc2)c(=O)[nH]c1=O	-6	8	1	-3	-12	0	1.8	-4	-3	-10	2.4
21	CCC(NC(=O)CCl)c1ccc(C)cc1 (stereo not given)	-5	-3	4	-5	-15	2	-0.1	-3	0	-10	0.2
22	CC(=O)c1cccc(NC(=O)c2ccc3c(c2)C(=O)N(Cc2cccnc2)C3=O)c1	-13	3	-9	-6	-5	-3	-0.1	-2	7	-4	0.7
23	O=C(COC(=O)c1cccs1)Nc1ccc(Cl)cn1	0	-5	-4	1	7	-5	-0.5	-2	-4	-8	-1.5
24	O=C(CSc1ccc(-c2ccccn2)nn1)NCc1ccc(Cl)cc1	3	27	-2	-5	-25	14	0.1	2	-10	10	4.1
25	CCOC(=O)c1cccnc1SC(CC)C(=O)NCc1ccco1 (stereo not given)	-14	7	-4	-4	8	2	0.4	2	-1	-2	1.4
26	COc1n[nH]c(C(=O)Nc2cc(F)ccc2C)c1[N+](=O)[O-]	2	6	-4	-2	-17	-5	1.6	-5	0	-3	0.4
27	O=C(c1ccncc1)N1CCN(C2CCC(c3ccccc3)CC2)CC1 (stereo not given)	32	28	-3	5	305*	0	-4.4	4	-10	-4	-3.5
28	CC1Cn2c(nnc2-c2ccccc2O)S1 (stereo not given)	-13	2	-7	7	-3	4	1.9	x	6	0	2.9
29	CN(C(=O)c1ccc(F)cc1)c1ccccc1C(=O)NCc1ccccc1	-4	-10	-5	-2	29	-5	0.9	-1	6	4	-0.2
30	CCOc1ccccc1NC=C1C(=O)OC2(CCCCC2)OC1=O	2	1	-4	-3	-10	-6	1.6	-6	-3	-3	-3.3

# Compounds shown so far that have two or more sulfur atoms (2):
entry	Molecule	PfHsp90 yeast 2	Rtt109 Vps75	Keap1-Nrf2 PPI	RTF Ca sens act	Mot1-301 SUMO	PvdQ acylase	LANA DNA inh	NSD2 inh	dFosB act	RTF Ca sens inh	CDK5 inh
10	S=C(NCCSCc1c(Cl)cccc1Cl)Nc1ccccc1	x	x	1	-2	120	3	1.0	0	-4	4	-0.6
17	CCCOc1ccccc1C(=O)N(Cc1cccs1)C1CCS(=O)(=O)C1 (stereo not given)	22	3	0	-1	42	-2	-3.2	18	4	3	-1.4

# Mot1-301 SUMO: hit marks shown above.
cpd	Molecule	Rtt109 Vps75	Keap1-Nrf2 PPI	RTF Ca sens act	Mot1-301 SUMO	PvdQ acylase	LANA DNA inh	NSD2 inh	dFosB act	RTF Ca sens inh	CDK5 inh
27	O=C(c1ccncc1)N1CCN(C2CCC(c3ccccc3)CC2)CC1 (stereo not given)	28	-3	5	305*	0	-4.4	4	-10	-4	-3.5

# The listing continues.
entry	Molecule	PfHsp90 yeast 2	Rtt109 Vps75	Keap1-Nrf2 PPI	RTF Ca sens act	Mot1-301 SUMO	PvdQ acylase	LANA DNA inh	NSD2 inh	dFosB act	RTF Ca sens inh	CDK5 inh
31	CN(C)C(=O)c1ccc(NC(=O)COc2cccc(Oc3ccccc3)c2)cc1	-15	5	-2	-2	7	-7	-0.8	0	-1	-15	-2.2
32	CCCN(C(=O)COC(=O)COc1c(C)cccc1C)c1c(N)n(Cc2ccccc2)c(=O)[nH]c1=O	x	-2	0	-7	-18	-8	-0.4	-1	7	9	2.9
33	Cc1cccc(CN2CCN(Cc3cccc4nonc34)CC2CCO)n1 (stereo not given)	-21	-6	2	2	11	4	1.6	1	-3	-14	0.9
34	COC(=O)COc1cccc(NC(=O)C(c2ccccc2)c2ccccc2)c1	-2	-3	0	7	-10	-14	-2.7	-2	-8	3	-0.7
35	Cc1cc(C)n(S(=O)(=O)c2ccc(C)c(C)c2)n1	-38	-10	-9	1	-19	-13	0.1	-2	-4	0	0.5
36	CC1CCCN(CCCOc2ccccc2-c2ccccc2)C1 (stereo not given)	35	2	3	7	x	-9	-0.1	8	-9	4	0.9
37	O=C(CSC1=NCCN1)NC1CCCCCC1	15	-200	1	0	7	-12	-0.3	0	2	1	-1.2
38	CCC(CO)(CO)N(CC(=O)Nc1ccc(OC)cc1)CC(=O)Nc1ccc(OC)cc1	17	6	-9	9	-7	-13	-1.7	3	-4	-9	-1.3
39	FC(F)(F)c1cccc(NC(=S)NC(c2ccccc2)c2ccccc2)c1	-21	-2	1	-3	0	8	0.4	6	4	3	1.0
40	COc1ccccc1C(=O)NC(=O)CSc1cccc[n+]1[O-]	-1	-1	1	-3	2	-9	2.0	0	-1	-16	1.2
41	CCC1(c2ccc(F)cc2)NC(=O)N(CC(=O)NC2CCCCCC2)C1=O (stereo not given)	1	1	-2	0	5	-18	1.1	6	-3	-8	1.1
42	O=c1c2c3c(sc2nc(NCCO)n1-c1ccccc1)CCCC3	11	-1	-4	2	-10	-7	0.1	-3	-4	-4	1.2
43	COc1ccccc1OCc1ccc(C(=O)N2CCN(C)CC2)o1	-21	-13	1	1	0	-13	1.9	3	-5	-10	-0.7
44	COc1ccc(CN2CCCC(C(=O)c3ccc(SC)cc3)C2)cc1Cn1cccn1 (stereo not given)	6	10	1	2	-12	8	-0.1	x	-8	0	1.6
45	Cc1c(C(=O)O)sc2nc3n(c(=O)c12)CCC3	-3	8	-3	4	-7	-4	10	27	0	-2	-5.4
46	CC(=O)Nc1ccc(CN2CCCC(CCC(=O)NCc3ccccc3F)C2)cc1 (stereo not given)	2	0	1	1	11	-9	0.9	-1	-10	0	-1.6
47	CC(=O)Nc1c(C(=O)N2CCCCCC2)cnn1-c1ccccc1	x	0	2	2	7	-17	-1.6	-11	-2	-7	-1.3
48	CC(C)c1ccc(C(C(=O)NC2CCCCC2)N(C(=O)c2csnn2)C2CC2)cc1 (stereo not given)	-20	7	2	1	-16	4	-0.9	3	-5	5	-0.9

# Values in list order from above.
# Nos. 34–43 in dFosB act, in turn: -8, -4, -9, 2, -4, 4, -1, -3, -4, -5
# Nos. 34–43 in Keap1-Nrf2 PPI, in turn: 0, -9, 3, 1, -9, 1, 1, -2, -4, 1
